Source: PubChem
hcGAS lum: blocks human cGAS activity; Q8N884; recombinant h-cGAS, ATP depletion, Kinase-Glo luminescence; inhibition, % at 12.5 µM; 290,000 compounds, 0.081% hits;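 note: 0% = vehicle reaction and 100% = reaction without DNA for no activity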
Target sequence (Q8N884 whole entry, looked up): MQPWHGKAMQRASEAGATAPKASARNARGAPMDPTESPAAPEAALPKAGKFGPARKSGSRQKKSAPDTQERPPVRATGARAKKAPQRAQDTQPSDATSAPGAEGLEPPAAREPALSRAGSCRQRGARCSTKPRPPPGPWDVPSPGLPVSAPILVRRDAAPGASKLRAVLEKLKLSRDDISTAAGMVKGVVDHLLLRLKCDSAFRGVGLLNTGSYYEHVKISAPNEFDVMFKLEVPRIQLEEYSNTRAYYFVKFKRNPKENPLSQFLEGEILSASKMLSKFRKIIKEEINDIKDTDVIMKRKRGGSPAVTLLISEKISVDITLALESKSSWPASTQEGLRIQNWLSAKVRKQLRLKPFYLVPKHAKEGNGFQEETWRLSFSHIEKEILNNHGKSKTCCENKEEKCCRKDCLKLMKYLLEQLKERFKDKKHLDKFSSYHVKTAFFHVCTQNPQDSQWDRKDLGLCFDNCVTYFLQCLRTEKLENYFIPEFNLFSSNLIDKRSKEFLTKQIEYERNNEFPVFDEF
NPYLR7 ag: activates Aedes aegypti NPYLR7 receptor. HEK293T NPYLR7/Galpha15, GCaMP6s calcium fluorescence. activation, % at 10 µM. 270,000 compounds, 0.15% hits. AID 1259423; in the data active = activation above about 40%;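 note: 0% = vehicle and 100% = reference agonist at the receptor; some compounds past the cut are filed as inactive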
mcGAS inh: inhibitors of mouse cGAS. Q8C6L5. inhibition, % at 12.5 µM. recombinant cGAS, Kinase-Glo ATP depletion luminescence. 160,000 compounds, 0.15% hits;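 note: 0% = negative control wells and 100% = reference inhibitor with no enzyme activity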
Active calls of the source: *; x = no result given; & = joins results of further samples. Cut-off read from the data, not from the text of the source, unless noted: active = inhibition above about 40%; inactive = the rest.

SMILES	hcGAS lum	NPYLR7 ag	mcGAS inh
CC/C=C/CC(=O)Nc1cccc(NC(=O)Cc2ccccc2)c1	-7	18	-16
CC(C)(CC(=O)O)CC(=O)N1CCC2(CC1)OCc1cc(-c3ccc(C(F)(F)F)cc3)ccc1O2	2	1	-1
CN(c1ncccc1CNc1cncc(C(N)=O)n1)C1CCCCC1	-1	-1	x
Nc1nc2c(ncn2CCC(CO)CO)c(=O)[nH]1	0&1&-11	-8&-6&3	-12
O=C(NCc1cccnc1)c1coc(CN(Cc2cccc(C(F)(F)F)c2)Cc2ccc(F)cc2F)n1	-3	15	-5
Cc1cccc(NC(=O)N2CCC(CCc3ccc(C(F)(F)F)cc3)CC2)c1	2	4	0
O=C(N[C@@H]1CCCCC1NC(=O)C1CCCN(C(=O)c2ccc(Cl)cc2)C1)c1ccc(F)cc1 (some centres not stated)	-10	13	-9
Cc1ccc(-n2c(C(C)N(Cc3ccccc3)C(=O)c3cccc(F)c3)nc3ccccc3c2=O)cc1C (configuration not stated)	-3	4	-4
CCOC(=O)C(NC(=O)CC)(Nc1ccccc1Cl)C(F)(F)F (configuration not stated)	-4	-9	x
CC(C)c1ccc(NC(=O)C(=O)NCCc2ccc(N(C)C)cc2)cc1	0	-10	x
Fc1cccc(Nc2nc3nonc3nc2Nc2cccc(F)c2)c1	1	13	x
CC(C)c1[nH]n(-c2ccccc2)c(=O)c1-c1ccc(N)cc1	0	23	x
COc1cc(CN2CCC(N(c3ccc(C)cc3)S(=O)(=O)c3ccc(F)cc3)CC2)cc(OC)c1	2	6	x
CCOc1ccccc1CN1CCN(Cc2nc3ccccc3[nH]2)CC1CCO (configuration not stated)	-8	16	x
Cc1ccsc1CN(C(=O)c1[nH]c2ccccc2c1Cl)C(C)C	-8	9	x
Cc1cccc(C)c1N1C(=O)c2ncccc2C1CC(=O)N(C)Cc1cccc(C(=O)O)c1 (configuration not stated)	1	3	-7
O=S(=O)(c1ccc(C(F)(F)F)cc1)N1CCN(CCCOC(c2ccc(Cl)cc2)c2ccc(Cl)cc2)CC1	-4	3	-5
CCc1nnc(-c2cc3ccccc3n2CC(=O)NCCOC)o1	-3	13	-7
Cc1cc(C)cc(N2C(=O)C3N=NN(c4ccc(Br)c(C)c4)C3C2=O)c1 (configuration not stated)	-5	x	-6
OC(CN1CCOCC1)CN(Cc1cccc(F)c1)CC1CC(c2ccc(Cl)cc2)=NO1 (configuration not stated)	1	-3	0
CC1(C(=O)Nc2ccccc2F)CCN1Cc1ccsc1 (configuration not stated)	-6	2	x
CC(=O)Cn1c(-c2nnco2)cc2ccccc21	-5	-1	-8
COCCCN(Cc1cccn1Cc1cccc(C(F)(F)F)c1)C(=O)CN(Cc1ccccc1)C(=O)C(C)(C)CCl	-2	x	-4
CC1(C(=O)NS(=O)(=O)c2ccccc2OC(F)(F)F)CCN1C(=O)Cc1ccccc1 (configuration not stated)	-5	0	x
COC(=O)N1CC(O)C(NCCCc2ccccc2)CN1C(=O)OC (configuration not stated)	-3	-3	x
O=C1C[C@H]2CC[C@@H](CN1)N2C(=O)COc1ccc2c(c1)OCO2	-3	6	-17
CCOC(=O)C1(CC2CC2)CCN(Cc2ccccc2C(F)(F)F)CC1	-4	16	x
Cc1ncoc1C(=O)N1CCc2[nH]nc(C(c3ccccc3)c3ccccc3)c2C1	-3	5	x
CCOC(=O)C1=C(C)NC2=C(C(=O)CC(c3ccccc3)C2)C1c1cccc2ccccc12 (configuration not stated)	-3	17	-6
COCCNC(=O)Cn1cnc2c(nnn2C)c1=O	-5	0	x
CC(CCc1ccc(OC(C)C)cc1)NC(=O)N(C)CC(=O)N1CCCC1 (configuration not stated)	-12	2	x
Cc1nc2ccccn2c1CN(C)Cc1cnn(-c2ccccc2)c1	-9	-1	x
CC(C)(C)c1ccc(C(=O)N2CCC2(C)C(=O)NC2Cc3ccccc3C2)cc1 (configuration not stated)	-3	-3	-3
COc1ccc(NC(=O)c2c(C)cc(C)[nH]c2=O)c(Cl)c1	-7	1	x
COc1cccc(CNc2cc(-c3ccccc3)nc3ncnn23)c1OC	-5	x	-7
COc1ccc(C)c2sc(N(Cc3ccccn3)C(=O)c3ccno3)nc12	-8	-3	-7
CC(C)c1cc(C(=O)N2CCn3cccc3C2c2ccccn2)n(C)n1 (configuration not stated)	-4	3	-13
Cc1cc2ncn(S(=O)(=O)N(C)C)c2cc1C	-10	10	x
Cn1cnnc1Sc1ccc(NC(=O)C2CC2)cc1Cl	-18	6	x
Cc1ccccc1-c1ccc(-n2cncc2C(=O)NCc2cccc(I)c2)cc1	-7	4	-7
COCCc1nc2ccc(C(=O)N3CCN(Cc4ccc(F)cc4)C(=O)C3)cc2o1	-1	-2	x
O=S(=O)(NCCc1csc2nc(-c3cccs3)nn12)c1ccccc1	-4	0	-7
Cc1ccc(-c2cn(S(=O)(=O)c3cccc4nsnc34)nc2N)cc1	1	-6	x
CCc1oc2cc(OCC(=O)O)ccc2c(=O)c1-c1ccc2c(c1)OCCO2	-6	-7	-4
CCOC(=O)Cc1c(C)nc2ncnn2c1N1CCN(S(=O)(=O)c2ccc(C)c(Cl)c2)CC1	-2	27	-6
COCC1(C(=O)NCCc2cnc3ccccn23)CCC1	-1	1	x
COc1c(F)cccc1C(=O)N1C[C@H](O)[C@@H](N2CCOCC2)C1	-7	6	x
Cc1nn(-c2ccccc2)c(C)c1CN(C)C(=O)COc1cc(Cl)ccc1Cl	-7	-2	-7
COc1ccc(C(=O)N2CCCC(O)C2)c2ccccc12 (configuration not stated)	-2	-1	x
O=C(c1cc(-n2cccn2)ccc1Cl)N1CC(c2ccncc2)C1	-4	0	-16
CCOC(=O)C1CCN(C2CCN(c3cccc(NS(=O)(=O)c4ccc(F)cc4)c3)CC2)CC1	-4	-2	-22
O=C(N1CCOC(c2ccccc2)C1)C1(c2ccccc2)CC1 (configuration not stated)	-9	19	-10
CC(C)C1CN(C(=O)CCCc2cn[nH]c2)CCCN1Cc1ccc(F)cc1 (configuration not stated)	-7	4	x
Cc1ccc(C(CC(=O)N2CCc3ccccc3C2)c2cn(C)c3ccccc23)cc1 (configuration not stated)	-6	16	-4
CN(Cc1nccn1C)C(=O)CC(c1ccccc1)c1ccco1 (configuration not stated)	-3	2	-13
Cc1cc(Br)cc2c(N=NC(=O)c3cccc(O)c3)c(O)[nH]c12	-6	5	-5
CC(C)N(Cc1nccn1C)C(=O)c1cn(CC2CCCCC2)nn1	-10	21	x
O=c1c(Cl)c(Cl)cnn1CN(Cc1ccc2ccccc2c1)C1CC1	-6	-1	x
CCn1c(C2CCCN(Cc3ccc(-c4ccn[nH]4)s3)C2)nn(C)c1=O (configuration not stated)	-3	-2	-17
Cc1cccc(NC(=O)CC(=O)NCc2cc(C(C)C)on2)c1C	-6	2	-16
Remaining list, next part:
SMILES	hcGAS lum	NPYLR7 ag	mcGAS inh
O=C(NCc1ccc2c(c1)OCO2)c1cc(-c2ccccc2F)nc2cc(-c3ccccc3)nn12	-6	7	-10
COc1ccc(OC)c(CN(Cc2ccc3c(c2)OCO3)Cc2nc(C(=O)N3CCN(C(C)=O)CC3)co2)c1	-1	x	-7
CC1Cc2ccccc2N1C(=O)CSc1nnc(-c2ccco2)n1CCC(N)=O (configuration not stated)	-6	-1	-8
Cc1nn(CC(=O)NC(C)C(C)C)c(C)c1S(=O)(=O)N(C)C (configuration not stated)	-3	6	x
O=C(O)C1COC2(CCN(C(=O)c3ccccc3Cl)CC2)N1C(=O)c1ccc(F)cc1 (configuration not stated)	-4	12	-5
Cc1nnc(SCC(=O)NCC(C)Oc2cccnc2)s1 (configuration not stated)	-6	0	-11
CC(=O)C1=C(c2ccc([N+](=O)[O-])cc2)N(C(C)=O)n2c(C)nnc2S1	4	9	x
CC(C)C[C@H]1Cc2nc(N)ncc2C(=O)N1	4	-10	x
Cc1ccccc1OCc1nc(C(=O)NCCN(C)C)cs1	-8	5	-8
Cc1nsc(NC(=O)N2CCCC(c3nc(C(C)C)no3)C2)n1 (configuration not stated)	-4	4	-12
Fc1ccc(CSc2ncnc3c2nnn3Cc2ccccc2F)cc1	-7	12	-6
c1ccc(-c2noc(CN3CCN(C4CCCCC4)CC3)n2)cc1	-8	15	x
CC(C)OCCCNC(=O)NC(C)c1ccc2ccccc2c1 (configuration not stated)	3	-5	x
Cc1nn(C)c2nc(N3CCOCC3CC(C)C)sc12 (configuration not stated)	-15	x	-7
OCC1(O)CCCN(Cc2nnc(-c3ccccc3)o2)CC1 (configuration not stated)	-5	2	-12
CCc1cnc(N2CCCC(C(=O)c3cc(F)ccc3F)C2)nc1 (configuration not stated)	-9	24	x
COc1cccc(-n2cc(CN(C)Cc3nc(-c4ccc5c(c4)OCO5)no3)cn2)c1	-2	-6	x
COc1cccc(C(=O)NN2CC(=O)C(c3nc4ccccc4n3C)C2=N)c1 (configuration not stated)	-6	23	x
CCc1cccc(NC(=O)CCC(=O)N(C)C(C)c2nccs2)c1 (configuration not stated)	2	7	-11
CCc1nc2sccc2c(=O)n1NC(=O)c1cccc(C)c1	-13	0	x

As a working copy, part of the list above:
SMILES	hcGAS lum	NPYLR7 ag	mcGAS inh
CC(C)C1CN(C(=O)CCCc2cn[nH]c2)CCCN1Cc1ccc(F)cc1 (configuration not stated)	-7	4	x
Cc1ccc(C(CC(=O)N2CCc3ccccc3C2)c2cn(C)c3ccccc23)cc1 (configuration not stated)	-6	16	-4
CN(Cc1nccn1C)C(=O)CC(c1ccccc1)c1ccco1 (configuration not stated)	-3	2	-13
Cc1cc(Br)cc2c(N=NC(=O)c3cccc(O)c3)c(O)[nH]c12	-6	5	-5
CC(C)N(Cc1nccn1C)C(=O)c1cn(CC2CCCCC2)nn1	-10	21	x
O=c1c(Cl)c(Cl)cnn1CN(Cc1ccc2ccccc2c1)C1CC1	-6	-1	x
CCn1c(C2CCCN(Cc3ccc(-c4ccn[nH]4)s3)C2)nn(C)c1=O (configuration not stated)	-3	-2	-17
Cc1cccc(NC(=O)CC(=O)NCc2cc(C(C)C)on2)c1C	-6	2	-16
O=C(NCc1ccc2c(c1)OCO2)c1cc(-c2ccccc2F)nc2cc(-c3ccccc3)nn12	-6	7	-10
COc1ccc(OC)c(CN(Cc2ccc3c(c2)OCO3)Cc2nc(C(=O)N3CCN(C(C)=O)CC3)co2)c1	-1	x	-7
CC1Cc2ccccc2N1C(=O)CSc1nnc(-c2ccco2)n1CCC(N)=O (configuration not stated)	-6	-1	-8
Cc1nn(CC(=O)NC(C)C(C)C)c(C)c1S(=O)(=O)N(C)C (configuration not stated)	-3	6	x
O=C(O)C1COC2(CCN(C(=O)c3ccccc3Cl)CC2)N1C(=O)c1ccc(F)cc1 (configuration not stated)	-4	12	-5
Cc1nnc(SCC(=O)NCC(C)Oc2cccnc2)s1 (configuration not stated)	-6	0	-11
CC(=O)C1=C(c2ccc([N+](=O)[O-])cc2)N(C(C)=O)n2c(C)nnc2S1	4	9	x
CC(C)C[C@H]1Cc2nc(N)ncc2C(=O)N1	4	-10	x
Cc1ccccc1OCc1nc(C(=O)NCCN(C)C)cs1	-8	5	-8
Cc1nsc(NC(=O)N2CCCC(c3nc(C(C)C)no3)C2)n1 (configuration not stated)	-4	4	-12
Fc1ccc(CSc2ncnc3c2nnn3Cc2ccccc2F)cc1	-7	12	-6
c1ccc(-c2noc(CN3CCN(C4CCCCC4)CC3)n2)cc1	-8	15	x
CC(C)OCCCNC(=O)NC(C)c1ccc2ccccc2c1 (configuration not stated)	3	-5	x
Cc1nn(C)c2nc(N3CCOCC3CC(C)C)sc12 (configuration not stated)	-15	x	-7
OCC1(O)CCCN(Cc2nnc(-c3ccccc3)o2)CC1 (configuration not stated)	-5	2	-12
CCc1cnc(N2CCCC(C(=O)c3cc(F)ccc3F)C2)nc1 (configuration not stated)	-9	24	x
COc1cccc(-n2cc(CN(C)Cc3nc(-c4ccc5c(c4)OCO5)no3)cn2)c1	-2	-6	x
COc1cccc(C(=O)NN2CC(=O)C(c3nc4ccccc4n3C)C2=N)c1 (configuration not stated)	-6	23	x

Entries of single compounds, quoted from the list. Values in the order: hcGAS lum	NPYLR7 ag	mcGAS inh
Cc1nn(CC(=O)NC(C)C(C)C)c(C)c1S(=O)(=O)N(C)C (configuration not stated) reads -3	6	x
COc1cccc(-n2cc(CN(C)Cc3nc(-c4ccc5c(c4)OCO5)no3)cn2)c1 reads -2	-6	x
CC1Cc2ccccc2N1C(=O)CSc1nnc(-c2ccco2)n1CCC(N)=O (configuration not stated) reads -6	-1	-8

More records:
SMILES	hcGAS lum	NPYLR7 ag	mcGAS inh
CCN(CC1CCCO1)C(=O)c1cc(Cn2c(C)nc3ccccc32)[nH]n1 (configuration not stated)	-9	16	x
Cc1cc(C)nc(CN(C)c2nccc(-c3ccc(C)nc3C)n2)c1	-4	-11	x
Cc1cnc(C)c(N2CCN(Cc3cn(C)nc3-c3cccc(Cl)c3)CC2)n1	4	-8	x
O=C(Oc1ccc([N+](=O)[O-])cc1)c1cccc2ncccc12	-5	8	-4
